# Screening results from PubChem.
# Rab2A wt mod: modulators of GTP binding to Rab2A wildtype, primary screen, biochemical, dog, bead-based flow cytometry, multiplex. GST-Rab2 wt beads, Bodipy-GTP binding. hit rate 0.19% among 190,000. Ras-related protein Rab-2A (Canis lupus familiaris), P61105. GTP binding activity, % at 10 µM;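 active = GTP binding activity at least 20 points away from 100%, either lowered or raised; inconclusive = signal likely due to the compound's own green fluorescence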;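 note: 0% = beads with excess unlabeled GTP and 100% = no-compound control corrected for plate trend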
# ABCG2 block: ABCG2 efflux pump inhibitors, primary screen, multiplex with ABCB1, IgMXP3 cells, flow cytometry; JC-1 efflux; inhibition, % at 6.6 µM; Broad substrate specificity ATP-binding cassette transporter ABCG2 (Homo sapiens), Q9UNQ0; AID 1325, 2008; hit rate 0.1% among 190,000;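 active = inhibition above 80%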;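 note: 0% = DMSO and 100% = nicardipine control wells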
# Target sequence (Q9UNQ0 whole entry, looked up): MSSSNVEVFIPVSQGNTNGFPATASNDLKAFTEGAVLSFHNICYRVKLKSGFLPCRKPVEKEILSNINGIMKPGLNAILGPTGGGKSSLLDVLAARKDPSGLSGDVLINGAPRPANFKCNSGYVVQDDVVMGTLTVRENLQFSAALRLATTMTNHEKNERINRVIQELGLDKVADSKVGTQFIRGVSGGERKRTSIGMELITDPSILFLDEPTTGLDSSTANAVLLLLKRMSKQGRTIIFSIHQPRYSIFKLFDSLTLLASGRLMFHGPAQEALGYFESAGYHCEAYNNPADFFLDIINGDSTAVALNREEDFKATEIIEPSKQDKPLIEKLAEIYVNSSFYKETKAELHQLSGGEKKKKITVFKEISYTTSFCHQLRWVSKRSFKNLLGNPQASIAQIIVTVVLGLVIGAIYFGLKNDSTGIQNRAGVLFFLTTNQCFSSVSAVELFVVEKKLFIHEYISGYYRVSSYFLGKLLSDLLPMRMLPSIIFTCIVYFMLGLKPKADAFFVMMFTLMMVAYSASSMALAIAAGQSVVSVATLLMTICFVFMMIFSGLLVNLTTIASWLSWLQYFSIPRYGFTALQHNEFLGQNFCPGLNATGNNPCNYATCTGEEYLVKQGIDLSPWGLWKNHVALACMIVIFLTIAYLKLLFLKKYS
#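 Times: 10 min at 25 °C | Test system: Two drug-resistant human cell lines, ABCG2 and ABCB1 | Quantity: 3 million cells/mL final, two lines in 1:1 ratio | Signal: Flow cytometry, 530 nm JC-1 signal | Dosing: Compound at 6.6 µM | Controls: Nicardipine and DMSO wells | Reagent: JC-1 as fluorescent efflux pump substrate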
# Rac1 wt modul: wildtype Rac1 GTP binding modulators, primary screen, biochemical, GST-Rac1 beads, flow cytometry, multiplex | fluorescent GTP binding; actives lie on both sides; 0 = cold GTP competed, 100 = untreated | GTP binding activity (% of control), % at 10 µM | hit rate 0.27% among 190,000 | AID 757, 2007;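 active = GTP binding activity at least 20 points away from the 100% control level, either lower or higher; inconclusive = compound flagged as likely green fluorescent, judged across all proteins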
# Rac1 mut GTP: GTP binding modulators of activated mutant Rac1, primary screen, biochemical, bead-based flow cytometry, multiplex, fluorescent GTP | Ras-related C3 botulinum toxin substrate 1 (Homo sapiens), P63000 | GST-Rac1 activated beads; actives lie on both sides; 100% means binding = to untreated wells | percent activity (GTP binding), % at 10 µM | hit rate 0.11% among 190,000;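 active = GTP binding at least 20 percentage points away from the 100% baseline, in either direction, so actives lie on both sides; inconclusive = Compound likely fluorescent itself, or too few beads counted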
# Pf gametocyte: late stage P. falciparum gametocyte viability inhibitors, primary screen, ATP luminescence, HTS. hit rate 0.065% among 150,000. P. falciparum stage V gametocytes, 24 h. AID 743093, 2013. inhibition, % at 10.9 µM;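 active = inhibition above the mean plus 3 SD of compounds within the control limits, set per campaign, cut at about 38% in these data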;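 note: 0% = DMSO wells and 100% = medium only without gametocytes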
# Rab7 wt GTP bind: modulators of GTP binding to Rab7, primary screen, biochemical, wildtype, multiplex bead flow cytometry; GTP binding activity (percent of control), % at 10 µM; hit rate 0.055% among 190,000; GST-Rab7 beads, fluorescent GTP binding; actives lie on both sides; untreated = 100%, excess cold GTP = 0%; Rab7 GTPase wild type (dog), Bodipy-FL-GTP binding;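 active = fluorescent GTP binding to Rab7 beads changed by at least 20 points from the 100% baseline, either direction, mostly lower; inconclusive = compound itself probably fluorescent, or too few beads counted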;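 note: median green fluorescence of bound Bodipy-FL-GTP per Rab7 bead population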
# GSH bead fluor: compound fluorescence on glutathione beads, profiling panel, artefact control, biophysical, 488/530 nm, flow cytometry. fluorescence (KMESF) at 10 µM. AID 1776, 2009. hit rate 0.25% among 190,000. GSH beads flow cytometry, compound fluorescence 488/530 nm; stronger effect = higher value; in the data active = fluorescence above about 89;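 note: glutathione beads carrying GST-tagged Bcl family fusion proteins plus one bare bead set; values are compound well signal with DMSO vehicle wells as background; inactives centre near 16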
# ABCB1 inh: ABCB1 efflux pump inhibitors, primary screen, cell-based, multiplex, flow cytometry, ABCG2 counter-screen; ATP-dependent translocase ABCB1 (Homo sapiens), P08183; CCRF-Adr cells, JC-1 efflux; inhibition, % at 6.6 µM; hit rate 0.067% among 190,000; AID 1326, 2008; in the data active = inhibition above about 40%;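 note: 0% = vehicle and 100% = reference inhibitor; higher value means more JC-1 retained so stronger ABCB1 efflux block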
# Cdc42 wt GTP: modulators of GTP binding to wildtype Cdc42, primary screen, biochemical, multiplex bead flow cytometry, Bodipy-GTP; percent activity (GTP binding), % at 10 µM; hit rate 0.2% among 190,000; GST-Cdc42 beads; actives lie on both sides; Cell division control protein 42 homolog (Homo sapiens), P60953;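 active = percent activity GTP binding at least 20 points away from the 100% baseline, either down as inhibitor or up as activator; inconclusive = compound flagged as likely green fluorescent from well-wide comparison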;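 note: median bead fluorescence of bound Bodipy-FL-GTP at 100 nM; 0% = excess unlabeled GTP control and 100% = no compound control; below 100% means less GTP binding so inhibitor and above means activator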
# Target sequence (P60953 whole entry, looked up): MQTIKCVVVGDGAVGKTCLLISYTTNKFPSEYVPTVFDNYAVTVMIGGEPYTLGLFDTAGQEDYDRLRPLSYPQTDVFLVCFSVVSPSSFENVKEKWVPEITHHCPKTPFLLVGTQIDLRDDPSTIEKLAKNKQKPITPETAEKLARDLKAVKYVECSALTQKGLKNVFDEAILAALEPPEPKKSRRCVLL
# HRas wt GTP bind: modulators of GTP binding to HRas wildtype, primary screen, biochemical, bead-based flow cytometry, multiplex | hit rate 0.14% among 190,000 | GTP binding activity, % at 10 µM | GTPase HRas (Homo sapiens), P01112 | GST-Ras wt beads, Bodipy-FL-GTP binding; actives lie on both sides;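 active = GTP binding activity at least 20% away from the 100% baseline, either lowered as inhibitor or raised as activator; inconclusive = flagged as likely green fluorescent, judged across all proteins in the well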;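 note: 0% = unlabeled GTP competition control and 100% = no-compound control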
# Target sequence (P01112 whole entry, looked up): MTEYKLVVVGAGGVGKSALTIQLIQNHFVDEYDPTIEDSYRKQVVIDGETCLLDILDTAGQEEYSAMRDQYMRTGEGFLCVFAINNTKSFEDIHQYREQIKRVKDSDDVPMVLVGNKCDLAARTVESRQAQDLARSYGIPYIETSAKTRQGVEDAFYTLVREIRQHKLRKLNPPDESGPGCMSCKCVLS
# Avidin fluor: green autofluorescence of compounds with avidin beads – biophysical, 488/530 nm, flow cytometry, artefact control, profiling panel | compound fluorescence 488/530 nm; stronger effect = higher value | fluorescence (KMESF) at 10 µM | hit rate 0.38% among 220,000 | AID 1775, 2009; in the data active = fluorescence above about 47; note: inactives centre near 10
# An asterisk follows results filed as active; ? = inconclusive; · = not tested or not shown. An unsorted share of the library; overall some 1.1% were active at least once.
SMILES,Rab2A wt mod,ABCG2 block,Rac1 wt modul,Rac1 mut GTP,Pf gametocyte,Rab7 wt GTP bind,GSH bead fluor,ABCB1 inh,Cdc42 wt GTP,HRas wt GTP bind,Avidin fluor
COc1ccc(NC(=O)/C(=C/c2cccnc2)NC(=O)c2cccs2)cc1,97,1,100,99,-8,101,10,-0.2,97,98,7
Cc1ccc(C(=O)C(C(=O)/C=C/c2ccccc2)=C2SCCCS2)cc1,99,1,105,98,-34,100,18,0.3,98,102,22
CC1CC(C)CN(C(=O)COc2ccc([N+](=O)[O-])cc2Cl)C1 (stereo not given),99,9,96,92,-7,103,17,0.9,97,97,5
Cc1ccc2c(c1)N(CC(=O)NCCc1c[nH]c3ccccc13)C(=O)CO2,96,0,100,97,1,98,37,-1.9,101,96,7
Cc1ccc(NC(=O)Cc2cn3ccsc3n2)nc1,102,1,103,98,·,102,11,-0.2,105,102,7
COc1ccc(NS(=O)(=O)c2cc(NC(=O)[C@@H](NC(=O)c3ccccc3)C(C)C)ccc2C)cc1,99,0,103,103,31,98,6,0.0,100,102,2
O=C(CN1C(=O)c2ccccc2S1(=O)=O)NCCSCc1ccco1,101,1,113,104,·,103,13,0.5,107,105,13
Cc1cc(C)nc(/N=C(\N)Nc2ccc(S(=O)(=O)Nc3nccc(C)n3)cc2)n1,92,1,91,88,9,96,7,0.5,90,90,8
NNc1ncnc2sc3c(c12)CCC3,93,8,94,95,9,93,11,1.4,94,93,29
O=C(Cn1ccc([N+](=O)[O-])n1)NCc1cccs1,96,1,100,96,-5,97,9,0.1,99,99,11
CCNC(=S)NNC(=O)C(c1ccccc1)c1ccccc1,103,8,106,99,·,102,21,1.0,104,100,11
CC(C)CC(OC(=O)c1ccco1)C(=O)NCC1CCCO1 (stereo not given),98,1,100,98,·,98,5,0.3,102,100,7
CC(=O)N1[C@H](Cc2ccccc2)C=C[C@]1(C)C(=O)NCc1ccccn1,103,0,108,100,-5,101,16,1.3,103,102,10
CCOc1ccccc1CN(CCc1ccc2c(c1)OCO2)Cc1ccccn1,?,2,?,?,·,?,28,1.3,?,?,5
Cc1ccc(/C=N/NC(=O)c2ccncc2)o1,99,36,105,101,12,97,5,2.0,104,100,14
Cc1cc(Nc2ccc(Cl)cc2)n(-c2ccccc2)n1,98,0,101,99,-19,97,21,-0.2,101,101,13
CN1C(=O)c2ccccc2N(C)C1c1ccc2c(c1)OCO2 (stereo not given),98,1,105,97,·,99,20,0.4,100,99,36
Cc1cccc(OCC(=O)N/N=C/c2ccc(N(C)C)cc2)c1,90,1,93,93,5,94,17,0.0,91,95,10
CC(Oc1ccccc1)C(=O)NNS(=O)(=O)c1ccc([N+](=O)[O-])cc1 (stereo not given),97,0,102,101,6,98,10,0.2,102,99,3
COc1ccc(-c2c(C)oc3ccc(C)cc23)cc1,98,13,104,96,-5,104,32,0.7,102,101,11
Cc1ccc(-n2c(O)c(C=NC3CCS(=O)(=O)C3)c3ccccc3c2=O)cc1 (stereo not given),101,5,103,98,·,104,22,0.9,101,101,32
Cc1cc(C)n(-c2c(F)c(F)c(COC(=O)c3ccccc3)c(F)c2F)n1,103,13,102,94,·,104,23,0.6,99,101,8
Cn1nc(-c2ccccc2)c(C(=O)Nc2ccc(C(F)(F)F)cc2)c1Cl,105,1,101,101,·,99,23,0.0,104,104,16
COCCCNC(=O)c1cccc(OC)c1OC,93,1,92,93,·,92,18,0.4,94,95,6
COc1ccc(-c2cn3c(C)c(C(=O)NCCN4CCOCC4)sc3n2)cc1,99,4,101,98,10,96,17,0.2,100,99,16
O=C(C[n+]1cccc(CNC(=O)c2ccc(OC(F)F)cc2)c1)Nc1ccc(SC(F)F)cc1,97,8,102,100,-4,102,10,1.4,101,100,2
CC1=C(C(=O)Nc2ccc([N+](=O)[O-])cc2)C(c2cccc(C(F)(F)F)c2)NC(=S)N1c1ccccc1 (stereo not given),97,0,101,98,8,99,6,-0.1,100,100,8
c1cc(-c2noc(CC3CCCCC3)n2)ccn1,106,1,102,99,-23,101,21,0.3,107,106,11
COc1ccccc1NC(=O)C1=C(C)NC2=C(C(=O)CCC2)C1c1ccc(C)o1 (stereo not given),100,2,106,99,·,102,40,0.3,102,104,5
Cc1ccc(C(=O)Nn2cnc3scc(-c4cccs4)c3c2=O)c(O)c1,93,1,92,92,·,98,23,0.4,93,94,11
Cn1ncc(Br)c1C(=O)NC12CC3CC(CC(C3)C1)C2,101,2,105,100,-4,99,6,0.5,104,101,2
COc1ccc(OC)c(NC(=O)c2cc(-c3ccc(C)cc3O)n[nH]2)c1,103,-2,109,99,-1,102,8,-0.8,103,104,10
Cc1cc([N+](=O)[O-])ccc1NC(=O)Cc1ccc(F)cc1,100,7,102,99,-22,102,17,0.5,102,98,12
O=C(Oc1ccc2c(c1)OCO2)c1cc2c(s1)CCC2,98,2,101,97,-6,95,18,0.1,100,100,9
Cc1ccc(NC(=O)Nc2cccc([N+](=O)[O-])c2)cc1F,101,12,102,98,-15,98,11,-1.2,101,98,22
Cc1ccc(/C=C2\Oc3c(ccc(O)c3CN3CCN(CCO)CC3)C2=O)cc1,102,9,103,96,10,107,11,0.7,99,101,14
N#CC1=C(N)NC(SCc2ccc(F)cc2)=C(C#N)C12CCCCC2,101,4,106,101,-8,100,11,0.1,102,102,11
COc1ccc(NC(=O)Cn2cc(C#N)c3ccccc32)cc1,103,1,103,98,-17,104,11,0.2,101,100,9
COc1ccc(C(=O)Nc2ccc(S(=O)(=O)Nc3nccc(C)n3)cc2)cc1OC,98,-1,100,96,20,103,26,-0.2,102,100,34
COCCNC(=O)C(c1ccncc1)N(Cc1ccccc1)C(=O)Cn1nnc2ccccc21 (stereo not given),100,-4,97,94,23,104,24,-0.6,99,99,9
CCCS(=O)(=O)N1CCC(C(=O)N2CCC(Cc3ccccc3)CC2)CC1,104,2,103,102,·,107,14,0.4,103,104,13
COC(=O)C1C/C(=N\NS(=O)(=O)c2ccc(C)cc2)c2ccsc2C1 (stereo not given),94,0,101,96,0,98,7,0.1,98,97,4
O=C(c1ccncc1)N1CCN(C(=O)c2ccco2)CC1,101,-8,104,99,·,99,34,-0.6,98,100,29
CCOc1ccc(C(=O)Nc2ccc(N3CCN(S(C)(=O)=O)CC3)cc2)cc1[N+](=O)[O-],?,1,?,?,-9,?,22,0.0,?,?,11
CCOCC(=O)Nc1cccc(SC)c1,94,9,92,93,-22,103,14,0.9,94,97,8
CCNC(=S)N(CCc1c(C)[nH]c2ccc(C)cc12)Cc1ccco1,99,20,100,97,·,105,12,-0.1,100,101,6
CC(C)COC(=O)c1ccc(N2C(=O)c3ccccc3C2=O)cc1,99,31,102,96,5,105,15,-2.1,97,99,9
Cc1ccc(-n2c(N)c(C(N)=O)sc2=S)c(C)c1,97,0,103,98,9,101,13,0.0,101,99,22
CCC[N+](CC#Cc1ccccc1)(CCC)CC(=O)c1ccc(Cl)cc1,102,2,103,101,25,97,9,0.3,99,101,4
COc1ccc(Cl)cc1N1C(=O)CC(N2CCc3ccccc32)C1=O (stereo not given),104,3,110,101,·,105,264*,0.7,102,103,7
COC(=O)C1CCN(C(=O)COc2cc3sc(C)nc3c3sccc23)CC1,95,3,92,94,·,95,24,0.4,96,98,14
Cc1cccc(Nc2ncnc(N)n2)c1,99,1,100,98,11,103,20,0.2,97,98,6
O=C(Cc1nc2ccccc2[nH]1)NCc1ccco1,104,2,107,102,·,104,16,0.5,103,104,6
CN(C)C(=O)N1CCN(C(=O)N2CCOCC2)CC1,102,1,108,102,·,99,16,0.4,106,103,23
O=C(CCCN1C(=O)/C(=C/c2ccccc2Cl)SC1=S)NNC(=O)c1ccccc1,95,-6,99,98,7,95,10,-0.4,95,98,6
O=C(COc1ccccc1)Nc1ccc(Cl)c(-c2nc3ncccc3o2)c1,96,4,100,98,·,98,15,0.8,100,98,·
CCOC(=O)c1ccc(NC(=O)CC2Sc3ncnn3C2=O)cc1 (stereo not given),103,2,107,102,·,102,11,0.4,104,104,37
O=C(NCN1CCN(CCO)CC1)c1cnccn1,101,-2,101,98,·,97,10,-0.3,101,100,9
Cc1ccc(S(=O)(=O)N2CCC(=O)N(C(COCc3cccc(C)c3)Cc3ccccc3)CC2)cc1 (stereo not given),98,4,100,96,1,90,17,2.7,100,97,7
O=C(CCCn1ncn2c(cc3occc32)c1=O)N1CCc2ccccc2C1,100,0,109,100,·,103,15,0.0,102,103,26

# Going on with the list.
SMILES,Rab2A wt mod,ABCG2 block,Rac1 wt modul,Rac1 mut GTP,Pf gametocyte,Rab7 wt GTP bind,GSH bead fluor,ABCB1 inh,Cdc42 wt GTP,HRas wt GTP bind,Avidin fluor
O=C(Nc1cccc(O)c1)c1ccc(Br)c(S(=O)(=O)N2CCCCC2)c1,?,0,?,?,·,?,5,0.0,?,?,8
O=C(COc1cccc2cccnc12)NCc1cccs1,96,8,92,93,0,96,16,1.3,92,93,17
O=C(N/N=C/c1ccccc1O)C1SCCCS1,97,2,100,98,-17,94,17,0.2,99,99,7
COc1ccc(CCNC(=O)c2nnn(-c3ccccc3OC)c2N)cc1OC,90,4,92,93,-7,92,34,0.9,89,91,10
Cc1cc(C)c2nc(C(F)(F)F)nc(N3CCN(C(=O)c4ccco4)CC3)c2c1,98,53,102,101,·,100,37,1.5,101,100,13
Cc1c(N=Nc2c(-c3ccc([N+](=O)[O-])cc3)[nH]n(C(N)=S)c2=O)cccc1[N+](=O)[O-],91,0,88,86,-13,97,8,-0.2,90,93,20
